# RAD52 anneal inh: blocks human RAD52 DNA annealing; recombinant RAD52 DNA annealing, FRET fluorescence; inhibition, % at 18.7 µM; 360,000 compounds, 0.46% hits;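 active = every replicate showing at least 50% inhibition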
# E-sel inducer: induces E-selectin expression in human endothelial cells; P16581; HUVEC E-selectin immunofluorescence imaging; normalized: neutral wells 0, TNF-alpha wells 100; activation, % at 7.58 µM; 260,000 compounds, 0.37% hits; AID 686992;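 active = mean E-selectin-positive cell signal at least 10% of the positive control, reached in at least 60% of replicates, without over 20% cell loss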;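 note: in these data hits start at about 27%; measured in HUVEC primary endothelial cells; signal is the percent of cells scored E-selectin positive by PE staining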
#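 material = human umbilical vein endothelial cells (HUVEC), E-selectin induction | quantity = 3,000 cells/well | medium = EGM-2 growth medium on 0.1% gelatin-coated wells | technique = immunofluorescence imaging | read-out basis = % PE-positive cells | control set = TNF-alpha positive control, DMSO neutral control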
# PglD DTNB: blocks C. jejuni PglD acetyltransferase activity. purified PglD enzyme, DTNB colorimetric CoA detection. inhibition, % at 12.5 µM. 360,000 compounds, 0.098% hits. AID 602405; in the data active = inhibition above about 16%, passing the limit was not always enough; note: strong numbers were not always called active
# ERp5 block: blocks human ERp5 reductase activity on insulin; Q15084; ERp5 insulin aggregation, absorbance 650 nm, 90 min; inhibition, % at 9.99 µM; 350,000 compounds, 0.05% hits;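 active = mean replicate inhibition above about 25%, with every replicate also reaching it, limit read from the data, passing the limit was not always enough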
# ARNT-TACC3 inh: disrupts binding between human ARNT and TACC3; Q9Y6A5; AlphaScreen His-ARNT PAS-B/GST-TACC3 binding, luminescence; TACC3 fragment carries E629A point mutation; inhibition, % at 9.99 µM; 390,000 compounds, 0.66% hits;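 active = mean inhibition of replicates at least 50% and at least half of replicates each reaching 50%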;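 note: 0% = complete ARNT plus TACC3 wells and 100% = ARNT alone without TACC3; many hits fall short of the cut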
# RAD54 inh: blocks human RAD54 Holliday junction branch migration. inhibition, % at 10.4 µM. Q92698. FAM/BHQ fluorescence. 360,000 compounds, 0.14% hits;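 active = mean normalized replicate activity at least 40 and at least half of replicates scoring 40 or more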;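 note: 0% = median of neutral control wells and 100% = median of positive control wells; inhibitors cause a drop in the FAM fluorescence signal; in these data hits start at about 50%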
# Target sequence (Q92698 whole entry, looked up): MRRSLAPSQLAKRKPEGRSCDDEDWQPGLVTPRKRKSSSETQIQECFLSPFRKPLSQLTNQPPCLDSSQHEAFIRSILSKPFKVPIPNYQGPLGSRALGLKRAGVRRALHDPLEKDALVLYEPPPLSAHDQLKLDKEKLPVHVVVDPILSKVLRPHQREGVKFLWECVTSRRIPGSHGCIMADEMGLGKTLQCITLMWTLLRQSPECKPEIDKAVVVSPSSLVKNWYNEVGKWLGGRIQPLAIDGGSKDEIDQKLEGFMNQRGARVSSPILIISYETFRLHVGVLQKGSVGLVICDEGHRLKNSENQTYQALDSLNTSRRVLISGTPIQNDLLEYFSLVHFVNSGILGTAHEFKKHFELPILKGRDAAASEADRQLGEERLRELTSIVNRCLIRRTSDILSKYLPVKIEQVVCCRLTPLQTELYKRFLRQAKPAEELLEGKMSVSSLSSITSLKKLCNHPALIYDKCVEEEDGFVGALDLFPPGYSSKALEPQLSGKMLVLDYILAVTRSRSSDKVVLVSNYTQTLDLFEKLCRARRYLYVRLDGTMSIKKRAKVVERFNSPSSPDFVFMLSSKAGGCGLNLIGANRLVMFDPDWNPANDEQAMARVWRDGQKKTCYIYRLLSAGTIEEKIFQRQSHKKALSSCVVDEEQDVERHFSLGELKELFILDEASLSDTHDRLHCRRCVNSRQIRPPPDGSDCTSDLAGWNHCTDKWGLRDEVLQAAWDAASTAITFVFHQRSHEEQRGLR
# Casp6 inh: inhibitors of human caspase-6; P55212; purified caspase-6, Z-VEID-R110 cleavage fluorescence; inhibition, % at 12.5 µM; 350,000 compounds, 0.53% hits; AID 686996;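 active = mean inhibition across replicates at least about 35%, with every replicate also reaching that limit, limit read from the data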;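 note: 0% = median of neutral control wells and 100% = no fluorescence left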
# Target sequence (P55212 24-179 limits assumed): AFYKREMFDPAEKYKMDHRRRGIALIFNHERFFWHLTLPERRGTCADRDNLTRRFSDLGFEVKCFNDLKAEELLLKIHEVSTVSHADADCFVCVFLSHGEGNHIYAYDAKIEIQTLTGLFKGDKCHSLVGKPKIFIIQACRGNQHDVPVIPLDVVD
# Target sequence (P55212 194-293 limits assumed): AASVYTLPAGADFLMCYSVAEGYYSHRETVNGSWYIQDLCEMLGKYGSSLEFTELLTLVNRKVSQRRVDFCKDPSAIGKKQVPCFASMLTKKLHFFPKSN
# esBAF inh: blocks esBAF chromatin remodeling in mouse ES cells | 350,000 compounds, 2% hits | AID 602393 | reporter increase, % at 12.5 µM | Bmi1-luciferase knock-in reporter, 24 h; 100% = twice the neutral-well signal; in the data active = activation above about 40%;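 note: 0% = median of the plate's neutral control wells and 100% = double that signal; a rise in the Bmi1 reporter signal indicates esBAF inhibition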
# Numbers without * were called inactive; / = no result given.
SMILES,RAD52 anneal inh,E-sel inducer,PglD DTNB,ERp5 block,ARNT-TACC3 inh,RAD54 inh,Casp6 inh,esBAF inh
CC(C)NC(=O)Nc1ccc2c(c1)C(=O)N([C@@H](C)CO)C[C@@H](C)[C@H](CN(C)S(=O)(=O)c1ccc(Cl)cc1)O2,18.4,0.3,-2.7,-2.5,-4.6,18.4,2.3,-3.6
CC(=O)c1cc(C#N)c(N(C)Cc2ccccc2)nc1C,-15.9,/,-3.6,-7.1,-14.1,-8.8,1.3,4.2
COc1ccccc1CCNC(=O)C(=O)NCC1OCCN1S(=O)(=O)c1cc(F)ccc1F (stereo not given),-26.1,0.0,-1.6,0.7,-0.3,5.1,-0.8,-7.0
O=C(Cn1ncn2nc(-c3ccccc3)cc2c1=O)NCc1ccccn1,-7.6,2.1,-3.5,-2.7,-7.3,-3.5,1.1,6.6
COc1cc(C(=O)NNC(=O)CCOc2ccccc2)cc(OC)c1OC,-1.2,-0.1,/,0.3,-10.3,/,1.8,/
Cc1ccc(C(c2nnnn2C2CCCC2)N2CCN(c3nc4ccccc4s3)CC2)cc1 (stereo not given),/,/,-8.1,/,-11.5,3.2,/,-3.9
O=C(Cc1ccccc1)N[C@H]1CC[C@H](CC(=O)N2CCCCC2)O[C@H]1CO,2.5,-0.5,0.9,0.3,/,-2.3,1.1,1.5
CN1c2ccc(-c3ccccc3)cc2[C@@H]2[C@@H](CCN2C(=O)NC2CCCC2)[C@@H]1CO,/,0.6,2.1,/,10.1,-3.0,/,0.6
Cc1sc2ncnc(SCC(=O)NC3CCCC3)c2c1C,-6.8,0.4,-4.0,-1.1,-6.5,5.5,1.2,7.6
CCC(CC)Nc1ccc(C(CC(N)=O)NC(=O)Cc2ccc(Br)cc2)cc1[N+](=O)[O-] (stereo not given),-57.4,0.0,-5.2,-4.1,-0.9,-17.4,-1.7,-5.0
C[C@@H]1CCCCO[C@@H](CN(C)C(=O)Nc2ccccc2)[C@H](C)CN([C@@H](C)CO)C(=O)c2cc(NC(=O)Nc3ccc(F)cc3)ccc2O1,3.9,0.1,5.2,3.6,-1.3,3.3,-0.5,1.6
C/C(=N/Oc1nc(C)cc(C)n1)c1ccc(F)cc1,/,/,-1.4,/,-7.0,3.5,/,17.5
COc1cc(-c2cc3nc(NCCc4ccncc4)ccn3n2)cc(OC)c1OC,-0.9,-0.5,-1.3,-2.1,/,11.9,0.0,-3.7
Cc1ccc(-n2nc(C)c3c(C)c(CCC(=O)O)c(C)nc32)cc1,-19.8,0.3,4.4,2.4,-1.2,13.3,0.2,-1.7
N#Cc1c(N2CCOCC2)nsc1-c1ccccc1,-4.5,/,/,3.8,14.2,/,-2.9,/
COc1ccc(NC(=O)C2(C)Cc3c(-c4ccc(N(C)C)cc4)ccnc3O2)cc1OC (stereo not given),-17.6,-0.3,-2.6,7.9,/,3.9,2.6,/
O=C(O)c1cc([N+](=O)[O-])ccc1N1CCC(Cc2ccccc2)CC1,-18.8,-0.2,/,-5.8,-8.3,/,6.2,/
CCCCc1c(C)nc2cc(-c3ccco3)[nH]n2c1=O,-9.3,-0.1,0.4,-3.5,1.5,1.1,0.0,19.4
CCCOc1ccc(CNC(=O)Cc2cccs2)cc1,-6.5,-0.1,2.9,-4.2,-0.9,-3.0,-0.8,35.9
Cc1cc(Nc2ccccc2C(=O)O)nc2nc3ccccc3c(=O)n12,/,/,-1.9,/,-5.4,-4.0,/,-2.0
CN(c1ccccc1C(N)=O)S(=O)(=O)c1ccccc1,/,/,0.6,/,0.1,-2.8,/,-7.1
COc1ccc(S(=O)(=O)N2CCN(CC(=O)c3[nH]c(C)c(C(C)=O)c3C)CC2)cc1OC,-10.1,3.9,-4.2,4.5,/,-5.8,0.8,0.3
C[C@@H]1CCCCO[C@H](CN(C)C(=O)Nc2ccc(F)cc2)[C@H](C)CN([C@@H](C)CO)C(=O)c2cc(NS(=O)(=O)c3ccccc3)ccc2O1,-7.9,0.0,-2.7,2.2,-13.4,3.5,0.4,4.2
CN1CCCN(C(=O)c2cc(=O)[nH]c3ccccc23)c2nc3ccccc3nc21,/,/,2.0,/,-8.6,11.7,/,1.0
O=C(CSc1nnc(CNC(=O)c2c(F)cccc2F)o1)Nc1ccc2c(c1)OCO2,7.0,/,3.2,-0.2,-0.6,15.4,-7.5,2.6
O=[N+]([O-])c1cc(-c2ccc(/C=N/n3cnnc3)o2)ccc1Cl,-136.8,/,-0.6,0.2,1.6,-8.4,-1.1,-1.7
CCCCSc1nc2sc3c(c2c(=O)n1-c1ccc(C)cc1)CCN(C)C3,2.1,0.2,-18.5,2.8,-1.0,17.1,8.2,-0.6
Cc1cc(C)n(CCCN2C(=O)c3cccc4cccc(c34)C2=O)n1,-4.2,-2.0,/,0.9,0.8,/,3.4,/
CN1CCN(C2=C(Cl)C(=O)N(c3ccc(Cl)c(Cl)c3)C2=O)CC1,/,/,4.9,/,-0.4,2.3,/,-3.5
COc1cc(NC(=O)c2ccc(-c3cnn(C)c3)c3ccoc23)cc(OC)c1OC,7.6,-0.2,-4.0,3.0,/,5.2,15.3,9.4
CCOc1ccc2oc(C(=O)N(CC)CC(=O)Nc3c(F)cccc3F)c(C)c2c1,-6.7,0.0,/,8.6,-3.2,/,4.6,/
C[C@@H]1CN([C@H](C)CO)C(=O)c2cc(C#CC3CCCC3)cnc2O[C@H]1CN(C)C(=O)c1ccncc1,-2.0,-4.0,1.5,2.7,1.6,-4.6,-0.7,12.0
CCOc1ccc(C(=O)NCC(=O)OCC(=O)Nc2nnc(-c3ccccc3)o2)cc1,-9.4,5.3,0.8,-8.1,29.3,3.0,1.9,-1.7
COc1ccccc1CNc1nc(NCc2ccc(NC(C)=O)cc2)c2sccc2n1,50.8*,-0.1,-4.3,-4.6,/,3.7,1.2,-5.5
Nc1cc(S(=O)(=O)N2CCCCC2)ccc1Oc1ccccc1,-12.7,/,/,-0.8,-3.1,/,0.4,/
CC(=O)c1ccc(C(=O)N2CCCC(C(=O)c3ccc(Cl)cc3)C2)s1 (stereo not given),-3.6,0.0,-4.0,10.0,/,8.3,1.5,-2.6
Cc1ccc2c(c1)N(C(C)C(=O)NCc1ccc3c(c1)OCO3)C(=O)CO2 (stereo not given),-11.9,/,/,2.9,-2.3,/,0.1,-9.8
Cc1ccccc1Cn1cc(NC(=O)COc2ccccc2)cn1,/,/,4.2,/,-7.7,-1.5,/,5.9
COC(=O)c1cccc(-n2[nH]nnc2=S)c1,/,/,5.6,/,3.3,2.2,/,-5.6
CC(=O)C1=C(O)C(=O)N(Cc2ccccc2)C1c1ccccc1F (stereo not given),/,/,4.0,/,-4.4,11.5,/,1.3

# Printed as active in RAD52 anneal inh (from the list above):
SMILES	RAD52 anneal inh	PglD DTNB	ERp5 block	ARNT-TACC3 inh	Casp6 inh	esBAF inh
COc1ccccc1CNc1nc(NCc2ccc(NC(C)=O)cc2)c2sccc2n1	50.8*	-4.3	-4.6	/	1.2	-5.5

# The listing continues:
SMILES,RAD52 anneal inh,E-sel inducer,PglD DTNB,ERp5 block,ARNT-TACC3 inh,RAD54 inh,Casp6 inh,esBAF inh
COc1ccc(C(=O)C2CCCN(C(=O)CCc3scnc3C)C2)c(C)c1 (stereo not given),-5.5,/,/,6.0,-11.5,/,-1.5,/
COC/C=C/C1=CC2=CC(=O)C(C)(OC(=O)c3cnc4ccccc4n3)C(=O)C2=CN1c1ccc(OC)cc1 (stereo not given),/,-0.2,-1.0,/,-2.5,2.6,/,6.2
CC(=O)c1ccc(NC(=O)N2CCN(c3cccc(Cl)c3)CC2)cc1,/,/,3.6,/,3.3,-1.3,/,9.5
Cn1c(=O)cc(OCCCC(=O)NCc2cccnc2)c2ccccc21,-14.9,/,/,5.6,-0.8,/,1.8,/
C[C@@H]1CN([C@@H](C)CO)C(=O)c2cc(NC(=O)Nc3ccc(F)cc3)ccc2O[C@H]1CN(C)S(=O)(=O)c1ccc(F)cc1,27.4,0.1,-2.4,2.3,0.0,3.2,/,-2.1
CC[C@H]1OC(=O)[C@H](C)[C@@H](O[C@H]2C[C@@](C)(OC)[C@@H](O)[C@H](C)O2)[C@H](C)[C@@H](O[C@@H]2O[C@H](C)C[C@H](N(C)C)[C@H]2O)[C@](C)(O)C[C@@H](C)C(=O)[C@H](C)[C@@H](O)[C@]1(C)O,3.0,-0.1,-1.6,-1.4,-1.4,-7.3,10.0,-3.4
CCN(c1ccccc1)S(=O)(=O)c1cccc(C(=O)NCC2(N(C)C)CCCCC2)c1,-1.7,1.7,-4.2,11.6,2.1,-1.1,-2.5,-9.0
O=C(CC(CC(=O)c1ccccc1)C(=O)O)c1ccccc1,/,/,-6.8,/,0.2,-3.4,/,-5.0
CCCN(C)C[C@@H]1Oc2ncc(C#CC3CCCCC3)cc2C(=O)N([C@@H](C)CO)C[C@H]1C,9.2,1.4,2.7,-0.1,8.8,1.9,14.5,-4.1
CC(NCc1ccc(OCc2ccc(Cl)cc2)cc1)C(O)c1ccccc1 (stereo not given),45.8,-0.1,-3.2,-5.2,-1.3,30.7,11.2,-86.2
COc1ccc(S(=O)(=O)N2CCN(Cc3c[nH]c4ccccc34)CC2)cc1,/,/,-2.2,/,8.3,5.4,/,10.5
Nc1c2c(nc3ccn(-c4ccccc4)c(=O)c13)CCCCC2,-7.2,/,-0.2,0.0,4.2,-9.6,1.6,6.7
Cc1cc(C)c(S(=O)(=O)N2CCC(C(=O)OCc3c(C)noc3C)CC2)c(C)c1,-9.3,/,-0.3,-7.5,-4.4,5.2,2.1,-5.0
O=C(c1cnc2ccc(Cl)cc2c1Cl)N1CCOCC1,-18.2,/,/,-6.4,-9.0,/,-0.2,/
O=c1[nH][nH]c2c1[C@@H](c1ccc(F)cc1)O[C@H](CCOCc1ccccc1)C2,2.3,0.1,/,-9.3,/,/,1.8,/
CCCCC[C@@H]1C=C(C(=O)O)[C@H](c2ccc(OC)c(OC)c2)N1S(=O)(=O)c1ccc(C)cc1,-7.2,0.0,6.1,2.9,-0.3,0.1,1.1,1.4
CC(=O)NC(c1cccc(F)c1)c1nc(-c2ccc(N(C)C)cc2)cs1 (stereo not given),-4.8,0.1,2.3,1.6,/,-5.3,0.0,-2.4
C/C=C/c1ccc2c(c1)[C@H]1[C@H](CCN1C(=O)c1ccc3c(c1)OCO3)[C@H](CO)N2,19.8,0.0,/,2.4,/,/,3.7,/
C/C=C/c1cnc2c(c1)C(=O)N([C@@H](C)CO)C[C@H](C)[C@@H](CN(C)C(=O)C1CCOCC1)O2,5.1,0.0,-2.5,-0.7,-0.7,19.1,1.8,9.4
C[C@H](CO)N1C[C@H](C)[C@@H](CN(C)C)OCCCC[C@H](C)Oc2ccc(NC(=O)NC3CCCCC3)cc2C1=O,4.9,0.6,-1.3,4.1,-3.6,5.5,-2.5,-0.1

# Profiles, quoted from the list. Order of values: RAD52 anneal inh | E-sel inducer | PglD DTNB | ERp5 block | ARNT-TACC3 inh | RAD54 inh | Casp6 inh | esBAF inh
# Cc1cc(C)n(CCCN2C(=O)c3cccc4cccc(c34)C2=O)n1 across the screens: -4.2 | -2.0 | / | 0.9 | 0.8 | / | 3.4 | /
# CCN(c1ccccc1)S(=O)(=O)c1cccc(C(=O)NCC2(N(C)C)CCCCC2)c1 across the screens: -1.7 | 1.7 | -4.2 | 11.6 | 2.1 | -1.1 | -2.5 | -9.0

# More results follow:
SMILES,RAD52 anneal inh,E-sel inducer,PglD DTNB,ERp5 block,ARNT-TACC3 inh,RAD54 inh,Casp6 inh,esBAF inh
CCOC(=O)C1=CCN(S(=O)(=O)c2ccccc2C)C1c1cccc(F)c1 (stereo not given),-3.4,-0.1,2.9,-3.1,/,-1.3,9.1,-5.3
Cc1ccc(C(=O)CSc2ncnc3sc4c(c23)CCCC4)cc1,/,/,-3.2,/,-6.5,5.9,/,-6.5
C=CCNC(=O)/C(=C/c1cccc([N+](=O)[O-])c1)NC(=O)c1ccco1,-10.8,/,/,1.5,-13.5,/,5.0,/
O=C(c1ccc(COc2ccccc2Cl)o1)N1CCOCC1,1.3,/,4.2,5.4,8.7,-4.5,1.3,8.9
CCOC(=O)CC1(NC(=O)C2CCC(=O)N(CCc3ccccc3)C2)CCCCC1 (stereo not given),-5.5,/,1.1,3.9,-6.1,0.6,2.3,5.6

# Screening results (PubChem BioAssay)
